Screening data: PubChem, several laboratories
Mot1-301 SUMO: blocks SUMOylation pathway, rescuing yeast Mot1-301 growth. AID 2716. 1% of 320,000 active. S. cerevisiae Mot1-301 growth rescue, ATP luminescence, 38.5C; percent above DMSO median, 100 means doubled. growth rescue, % at 18.8 µM;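 active = every valid replicate shows activation above 250% relative to neutral control wells; inactive = the rest, any valid replicate at or below 250%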;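 note: OY570 slx delta 5 strain wells were the positive control but not used for scaling; some compounds called inactive have numbers as strong as hits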
AddAB inh: less growth of phage-infected E. coli with AddAB | E. coli expressing H. pylori AddAB, absorbance growth | inhibition, % at 11.9 µM | 0.29% of 330,000 active | AID 435030; in the data active = inhibition above about 12%;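 note: 0% = vehicle wells of infected cells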
DSG3 Ab inh: inhibitors of pemphigus antibody binding to human desmoglein-3; DSG3-coupled beads, scFv-anti-DSG3-GFP binding, flow cytometry; active compounds read low; binding (percent of control), % at 10 µM; 0.48% of 310,000 active;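 active = binding more than 3 SD below its plate's average and above zero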;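 note: hits lower antibody fragment binding to DSG3; some compounds called inactive have numbers as strong as hits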
PfHsp90 yeast 2: inhibits growth of yeast expressing Plasmodium falciparum Hsp90. S. cerevisiae expressing PfHsp90, BacTiter-Glo ATP, 48 h; yeast lacking PDR1 and PDR3 efflux regulators. inhibition, % at 9.4 µM. 0.32% of 310,000 active;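 active = every replicate shows inhibition above about 80%, whatever the replicate mean, limit read from the data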;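 note: 0% = DMSO neutral controls and 100% = 20 µM radicicol positive controls; yeast relying on Plasmodium falciparum Hsp90 in place of its own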
MOR-DOR inv ag: mu-delta opioid heterodimer inverse agonism | cell-based MOR-DOR heterodimer luminescence | inhibition, % at 9.3 µM | P35372+P41143 | 0.21% of 340,000 active; in the data active = inhibition above about 22%, passing the limit was not always enough;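 note: 0% = cells with DMSO and 100% = wells without cells with DMSO; values of inactives mirror those of a sister screen read the other way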
Target sequence (P35372 whole entry, looked up): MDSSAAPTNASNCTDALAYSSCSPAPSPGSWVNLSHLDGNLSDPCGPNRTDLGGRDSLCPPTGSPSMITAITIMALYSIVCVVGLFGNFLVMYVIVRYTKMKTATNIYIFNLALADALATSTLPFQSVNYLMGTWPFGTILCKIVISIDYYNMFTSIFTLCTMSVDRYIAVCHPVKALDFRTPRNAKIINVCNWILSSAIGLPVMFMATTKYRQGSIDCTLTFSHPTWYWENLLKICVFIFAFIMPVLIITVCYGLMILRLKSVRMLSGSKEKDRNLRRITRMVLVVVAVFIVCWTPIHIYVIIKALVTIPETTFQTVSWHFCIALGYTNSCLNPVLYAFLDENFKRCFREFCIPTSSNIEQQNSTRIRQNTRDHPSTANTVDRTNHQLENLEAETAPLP
Target sequence (P41143 whole entry, looked up): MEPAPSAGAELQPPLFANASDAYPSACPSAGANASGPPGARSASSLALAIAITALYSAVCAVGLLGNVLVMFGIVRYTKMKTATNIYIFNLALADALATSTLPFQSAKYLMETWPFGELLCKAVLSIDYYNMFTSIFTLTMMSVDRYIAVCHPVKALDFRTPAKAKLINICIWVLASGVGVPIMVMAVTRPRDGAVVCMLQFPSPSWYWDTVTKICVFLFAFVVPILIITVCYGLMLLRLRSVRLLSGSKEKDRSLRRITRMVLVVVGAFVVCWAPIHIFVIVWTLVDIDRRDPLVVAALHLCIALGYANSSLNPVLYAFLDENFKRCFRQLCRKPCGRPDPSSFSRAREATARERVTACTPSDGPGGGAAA
phage Ecoli inh: E. coli growth loss with phage present; AID 651602; 0.26% of 360,000 active; growth absorbance; inhibition, % at 11.9 µM; in the data active = inhibition above about 11%
OPRM1-OPRD1 ag: OPRM1-OPRD1 heterodimerization agonism; 0.3% of 340,000 active; cells, luminescence; AID 504326; activation, % at 9.3 µM; in the data active = activation above about 18%;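 note: 0% = vehicle-treated cells and 100% = reference agonist; values of inactives mirror those of a sister screen read the other way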
PKA-R1A act: PKA-R1A complex activation; P00514+P68181; PKA-R1A dissociation, Cy5-IP20 fluorescence polarization; scaled: DMSO 0%, 113 µM cGMP 100%; activation, % at 11.4 µM; 0.083% of 340,000 active; AID 504707;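 active = percent activation above the mean of all tested compounds plus 3 SD, cut at about 19% in these data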;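 note: higher means more PKAc released from R1A so a rise in polarization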
Ecoli viability: bacterial growth inhibition, counter-screen for AddAB inhibitors; E. coli V3065 growth, OD600 absorbance, 18 h; inhibition, % at 11.9 µM; 0.27% of 330,000 active;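 active = inhibition above the campaign's mean inhibition across all tested compounds plus 3 SD, cut at about 9.9% in these data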;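 note: uninfected addAB+ strain grown without phage in ampicillin broth; 0% = DMSO wells and 100% = ciprofloxacin 0.95 µg/ml wells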
Tat transport: blocks Tat-dependent protein export in E. coli. inhibition, % at 10 µM. E. coli MC4100 TorA-mCherry Tat export, fluorescence. 0.036% of 340,000 active;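 active = mean replicate inhibition at least 50% and at least half of replicates individually reaching 50%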;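 note: exported cargo escapes ClpAP degradation while cytoplasmic cargo is degraded and loses fluorescence; 0% = median of neutral control wells and 100% = median of NaSCN control wells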
Arr AP2 block: inhibitors of human beta-arrestin and AP2 interaction; 0.31% of 340,000 active; inhibition, % at 10 µM; FITC-arrestin peptide / GST-AP2 beads, flow cytometry; AP2 beta2 appendage carries R879A mutation;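 active = inhibition above a set limit, near 3 SD of compounds lacking own fluorescence, cut at about 54% in these data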;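 note: plate controls were DMSO wells for no effect and 5 µM unlabelled arrestin peptide for full effect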
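System: GST-AP2 R879A glutathione beads | Also added: FITC-arrestin peptide, 50 nM | Times: 12 min plus 1 h, RT | Signal: Bead flow cytometry, FITC channel | Buffer or medium: PBS with 0.05% Tween 20 and 0.1% BSA | Read-out basis: Percent drop in bead-associated FITC signal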
An asterisk follows results filed as active; . = not tested or not shown.

Each structure is followed by: Mot1-301 SUMO, AddAB inh, DSG3 Ab inh, PfHsp90 yeast 2, MOR-DOR inv ag, phage Ecoli inh, OPRM1-OPRD1 ag, PKA-R1A act, Ecoli viability, Tat transport, Arr AP2 block
1. CCc1nn(CCCC(=O)Nc2ccc(C)cc2C)c(=O)c2cc3occc3n12
    8.5, 0.1, 98.6, -43.7, -11.3, 2.4, 2.1, -2.9, -4.0, -22.3, -0.9
2. c1cncc(-c2nc(N3CCOCC3)c3c4c(sc3n2)CCC4)c1
    ., 0.6, 103.1, -10.3, 5.1, 4.1, -1.1, 5.8, -0.9, 8.6, 14.4
3. N#Cc1cc([N+](=O)[O-])ccc1N1CCN(c2ccccc2O)CC1
    -12.9, -0.6, 99.5, -16.8, -43.9, 4.2, 9.3, -9.0, -1.9, -10.6, -3.6
4. COc1cc(/C=N/NC(=O)CCN2CCN(C)CC2)cc2c1OCO2
    -19.3, 2.8, ., 19.1, 3.6, 1.1, -0.7, -4.8, -2.0, 1.3, 26.4
5. COc1ccccc1/C=N/n1c(N)c(C(=O)NC2CCCCC2)c2nc3ccccc3nc21
    ., ., ., 4.9, 15.2, 2.5, -3.0, -3.2, ., -3.0, 20.4
6. Cc1[nH]nc(-c2ccc(O)cc2O)c1-c1nc2ccccc2s1
    -12.3, 1.6, 98.4, -5.7, -6.8, 1.2, 1.2, -11.1, 1.6, -0.1, 1.0
7. O=C(Cn1cnc2c(nnn2Cc2ccc(F)cc2)c1=O)NCc1ccc2c(c1)OCO2
    1.8, -0.2, 100.2, 4.1, 13.3, 0.5, -2.3, 3.4, 0.6, 1.1, 19.2
8. O=C(COC(=O)Cn1cnc2ccccc21)Nc1ccccc1C(F)(F)F
    -9.4, -0.2, 105.8, 4.4, 8.4, 1.8, -2.1, -3.1, -1.2, 0.4, -3.8
9. CCOC(=O)C1(CCOc2ccccc2)CCN(CC=C(C)C)CC1
    17.4, 1.2, 102.8, 21.3, 14.2, -0.5, -3.0, -2.1, 2.2, 1.4, 6.6
10. CC(C)Oc1ccc(C(=O)Nc2ccc(NC(=O)c3ccco3)c(Cl)c2)cc1
    235.9, 1.0, 54.1*, 16.9, 8.2, 4.1, -1.4, -8.6, 0.1, -6.6, 19.1

Quoted at random: two entries already listed, in no set order.
Each structure is followed by: Mot1-301 SUMO, AddAB inh, DSG3 Ab inh, PfHsp90 yeast 2, MOR-DOR inv ag, phage Ecoli inh, OPRM1-OPRD1 ag, PKA-R1A act, Ecoli viability, Tat transport, Arr AP2 block
2. c1cncc(-c2nc(N3CCOCC3)c3c4c(sc3n2)CCC4)c1
    ., 0.6, 103.1, -10.3, 5.1, 4.1, -1.1, 5.8, -0.9, 8.6, 14.4
5. COc1ccccc1/C=N/n1c(N)c(C(=O)NC2CCCCC2)c2nc3ccccc3nc21
    ., ., ., 4.9, 15.2, 2.5, -3.0, -3.2, ., -3.0, 20.4

Next results.
Each structure is followed by: Mot1-301 SUMO, AddAB inh, DSG3 Ab inh, PfHsp90 yeast 2, MOR-DOR inv ag, phage Ecoli inh, OPRM1-OPRD1 ag, PKA-R1A act, Ecoli viability, Tat transport, Arr AP2 block
11. N#Cc1ccc[n+](CC(=O)c2ccc(NC(=O)c3ccccc3)cc2)c1
    142.6, 3.1, 97.0, 23.7, 18.4, 0.8, -3.7, 4.2, -0.3, -17.8, -1.9
12. CCc1cccc(NS(=O)(=O)c2c(C)nc3sc(CC)nn3c2=O)c1
    90.5, -1.6, 101.0, -2.4, -4.4, 1.6, 0.8, -3.7, -0.5, -7.6, 1.2
13. Clc1ccc(CNc2ncnc3[nH]ncc23)cc1Cl
    ., ., 89.5, -1.9, -11.5, 2.7, 2.2, -11.4, ., 0.1, -8.6
14. CCCn1c(SCC(=O)OCc2ccccc2)nc2c1c(=O)n(C)c(=O)n2C
    -15.0, 4.5, 95.4, ., 12.0, 3.1, -2.3, -4.9, 0.8, -1.8, 26.3
15. O=C(Cn1nnc2c(cnn2-c2ccc(F)cc2)c1=O)c1ccccc1F
    -9.5, 0.3, 55.1, 7.7, 0.7, 0.2, -0.1, -7.1, -1.1, -3.7, -12.1
16. CCOC(=O)C1CCN(c2nc(N)c3c(N)nc(SCC(=O)O)cc3c2C#N)CC1
    ., ., 101.3, -18.7, -34.2, 0.6, 6.4, 2.2, ., -4.3, 21.4
17. CC(=O)C1=C(C)NC2=C(C(=O)CC(C)(C)C2)C1C (centres undefined)
    91.6, -0.5, 99.2, -0.5, 4.3, 2.3, -0.8, -7.5, 1.9, -4.3, -5.1
18. COc1ccc(S(=O)(=O)N2CCOCC2)cc1NC(=O)c1cccs1
    5.6, -0.2, 100.7, -9.7, 6.1, -2.6, -1.6, 1.6, 0.5, -0.5, 3.6
19. COc1cc(OC)c(C2SCCS2)c(OC)c1
    -6.5, 0.8, 109.3, 8.4, 11.9, -1.0, -2.3, 0.2, 1.1, -5.8, -2.2
20. Cc1ccc(C2(C)NC(=O)N(CC(=O)N(C)CC(=O)Nc3cccc(F)c3)C2=O)cc1 (centres undefined)
    5.3, -0.6, ., -19.7, 4.8, -0.5, -1.1, 3.0, -2.6, -2.3, 19.5
21. CCCOC(=S)Nc1ccccc1
    15.0, 3.1, 98.7, -26.6, 6.4, 2.5, -1.2, 12.3, 2.0, -2.8, 4.2
22. CCOC(=O)c1cnc2c(OC)cccc2c1NCc1cccnc1
    ., 1.4, 99.5, 6.4, 6.3, 2.2, -1.2, -3.0, -0.8, 8.1, -1.8
23. Clc1ccc(N2CCN(c3cnc4ccccc4n3)CC2)cc1
    10.8, 1.0, 101.9, 7.0, -4.3, 1.7, 0.8, 2.7, 1.7, -10.6, 2.1
24. C=CCNC(=S)NNC(=O)COc1c(Cl)cc(Cl)cc1Cl
    77.0, 1.9, 100.9, 5.7, -3.8, 4.8, 0.7, 0.4, -0.8, 3.0, 31.2
25. Cc1ccc(C(NC(=O)NC(C)c2ccccc2)C(Cl)(Cl)Cl)cc1F (centres undefined)
    -0.7, 1.5, 97.1, 10.6, -41.6, 3.3, 7.9, 0.8, 3.0, -7.8, 1.7
26. CCOC(=O)N1CCN(C(=O)Nc2ccc3nccnc3c2)CC1
    91.2, -0.1, 122.2, -4.1, 16.7, -0.6, -2.8, -8.9, 1.6, -1.9, 30.9
27. O=C(O)c1nn(CC(=O)N2CCCCCC2)c(=O)c2ccccc12
    -2.3, 0.0, 100.6, -5.5, 5.2, 2.0, -1.0, -6.9, 1.8, -7.0, -10.5
28. COc1cccc(C2C=C(c3ccc(OC)cc3OC)Nc3nnnn32)c1 (centres undefined)
    -5.1, 1.7, 105.1, -23.1, 13.6, ., -2.2, -7.2, 0.1, -3.1, 22.6
29. O=C(NN1C(=O)NC2(CCCCC2)C1=O)c1ccc(-c2ccc([N+](=O)[O-])cc2)o1
    24.4, 3.1, ., -1.0, -0.6, -0.6, 0.1, -6.0, 1.9, -0.6, 6.8
30. COc1ccc(-c2nnc(NC(=O)C3CCCO3)s2)cc1 (centres undefined)
    2.5, 5.6, ., -2.1, 7.3, 3.3, -1.2, -0.6, 0.0, 5.4, 3.6
31. O=C(OCc1nnc(-c2ccccc2)o1)c1cccc(-n2cnnn2)c1
    352.1, -0.8, 118.3, ., 7.0, 4.0, -1.3, 11.7, -1.6, -5.4, 4.1
32. O=C(NCCN1CCN(c2cccc(Cl)c2)CC1)c1cccn2c(=O)c3ccccc3nc12
    ., ., 93.2, 7.6, 16.8, 0.0, -3.2, -0.8, ., -4.0, -4.8
33. O=C(CCNC(=O)c1ccc(Cl)cc1)NCc1ccccc1Cl
    ., ., 99.8, 13.2, 4.7, 3.0, -0.7, 2.0, ., -5.5, -13.7
34. CCOC(=O)/C=c1\sc2n(c1=O)CCN=2
    6.1, 0.6, 97.7, -6.7, 12.6, 1.5, -2.4, 2.5, -1.7, -3.9, -6.7
35. Cc1cc2n(n1)SC(Nc1cccc3ccccc13)N2 (centres undefined)
    -8.4, 0.4, 101.4, 3.5, 8.4, 1.6, -1.7, -15.7, -2.0, -2.9, 1.1
36. CC(=O)Nc1ccc(NC(=O)CSC2=NCCS2)cc1
    ., ., 107.6, 6.3, 3.9, 0.0, -0.7, -12.2, ., 4.5, 14.8
37. CN=C1N(C)C[C@@H]2[C@@H]3C(=O)N(C)C(=O)[C@@H]3[C@](C)(C(=O)OC)N12
    ., 0.2, 96.8, 0.1, 6.1, 1.9, -1.2, -3.2, 0.5, -3.8, 24.4
38. COc1ccc(CNC(=O)CSCc2c(F)cccc2Cl)cc1
    68.5, 2.0, 94.3, -14.9, 14.4, 0.1, -2.8, -5.5, -0.8, -1.6, -3.4
39. Cc1ccc(NC(=O)N2CCSc3ccccc32)cc1
    45.3, 1.1, 63.0*, 11.7, 3.9, 2.7, -0.7, -9.0, 0.9, 5.6, 3.8
40. COc1ccc(CN(C)C(=O)Cn2cc(C)c(=O)[nH]c2=O)cc1OC
    ., ., 109.9, 35.9, 4.7, 2.9, -1.0, -5.5, ., -2.7, 2.3
41. O=S(=O)(NCCc1ccccn1)c1ccc(OC(F)(F)F)cc1
    -9.3, 0.8, 104.8, -1.3, 11.7, 2.8, -2.3, -2.5, 1.3, 3.4, 16.5
42. Cc1cc(=O)[nH]c(-c2cccs2)n1
    1.7, 2.3, 103.4, -9.6, 10.9, 2.4, -2.2, -2.0, 0.2, 0.3, -5.9
43. CCOC(=O)C1CCN(C(=O)c2ccc3nc(-c4ccc(OC)cc4)c(-c4ccc(OC)cc4)nc3c2)CC1
    -20.8, 2.3, 91.0, -15.3, 8.2, -0.6, -1.6, -11.4, -2.4, 12.2, -2.0
44. C=CCNC(=O)CN(c1cc(Cl)ccc1OC)S(=O)(=O)c1ccc(C)c([N+](=O)[O-])c1
    -12.0, 1.5, 97.1, 8.3, 6.3, 4.6, -1.1, -3.6, 1.3, -6.7, 8.2

Just Tat transport, PKA-R1A act and PfHsp90 yeast 2, for 3 of the compounds above:
entry	Structure	Tat transport	PKA-R1A act	PfHsp90 yeast 2
41	O=S(=O)(NCCc1ccccn1)c1ccc(OC(F)(F)F)cc1	3.4	-2.5	-1.3
42	Cc1cc(=O)[nH]c(-c2cccs2)n1	0.3	-2.0	-9.6
43	CCOC(=O)C1CCN(C(=O)c2ccc3nc(-c4ccc(OC)cc4)c(-c4ccc(OC)cc4)nc3c2)CC1	12.2	-11.4	-15.3
